Assay outcomes (PubChem BioAssay)
GPR7 antagonist – blocks human GPR7 receptor signaling | P48145 | GPR7-expressing cells, fluorescence antagonist assay | AID 1861 | inhibition, % at 4.4 µM | hit rate 1.1% among 290,000; in the data active = inhibition above about 16%, passing the limit was not always enough;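 note: cells stimulated with the agonist NPW; 0% = agonist with vehicle and 100% = vehicle without agonist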
pCIP destab – p/CIP protein destabilization; Q05BA5; F442A p/CIP-EGFP cells, EGFP fluorescence, 16 h; decrease of EGFP signal, % at 10 µM; hit rate 0.01% among 290,000;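 active = EGFP signal decrease of at least 30% at 10 µM or well 3 SD below plate mean, unless failing retest; inactive = the rest, including hits failing retest or dose response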; note: some compounds called inactive have numbers as strong as hits; many of its hits are not listed in these tables
Target sequence (Q05BA5 1-1403): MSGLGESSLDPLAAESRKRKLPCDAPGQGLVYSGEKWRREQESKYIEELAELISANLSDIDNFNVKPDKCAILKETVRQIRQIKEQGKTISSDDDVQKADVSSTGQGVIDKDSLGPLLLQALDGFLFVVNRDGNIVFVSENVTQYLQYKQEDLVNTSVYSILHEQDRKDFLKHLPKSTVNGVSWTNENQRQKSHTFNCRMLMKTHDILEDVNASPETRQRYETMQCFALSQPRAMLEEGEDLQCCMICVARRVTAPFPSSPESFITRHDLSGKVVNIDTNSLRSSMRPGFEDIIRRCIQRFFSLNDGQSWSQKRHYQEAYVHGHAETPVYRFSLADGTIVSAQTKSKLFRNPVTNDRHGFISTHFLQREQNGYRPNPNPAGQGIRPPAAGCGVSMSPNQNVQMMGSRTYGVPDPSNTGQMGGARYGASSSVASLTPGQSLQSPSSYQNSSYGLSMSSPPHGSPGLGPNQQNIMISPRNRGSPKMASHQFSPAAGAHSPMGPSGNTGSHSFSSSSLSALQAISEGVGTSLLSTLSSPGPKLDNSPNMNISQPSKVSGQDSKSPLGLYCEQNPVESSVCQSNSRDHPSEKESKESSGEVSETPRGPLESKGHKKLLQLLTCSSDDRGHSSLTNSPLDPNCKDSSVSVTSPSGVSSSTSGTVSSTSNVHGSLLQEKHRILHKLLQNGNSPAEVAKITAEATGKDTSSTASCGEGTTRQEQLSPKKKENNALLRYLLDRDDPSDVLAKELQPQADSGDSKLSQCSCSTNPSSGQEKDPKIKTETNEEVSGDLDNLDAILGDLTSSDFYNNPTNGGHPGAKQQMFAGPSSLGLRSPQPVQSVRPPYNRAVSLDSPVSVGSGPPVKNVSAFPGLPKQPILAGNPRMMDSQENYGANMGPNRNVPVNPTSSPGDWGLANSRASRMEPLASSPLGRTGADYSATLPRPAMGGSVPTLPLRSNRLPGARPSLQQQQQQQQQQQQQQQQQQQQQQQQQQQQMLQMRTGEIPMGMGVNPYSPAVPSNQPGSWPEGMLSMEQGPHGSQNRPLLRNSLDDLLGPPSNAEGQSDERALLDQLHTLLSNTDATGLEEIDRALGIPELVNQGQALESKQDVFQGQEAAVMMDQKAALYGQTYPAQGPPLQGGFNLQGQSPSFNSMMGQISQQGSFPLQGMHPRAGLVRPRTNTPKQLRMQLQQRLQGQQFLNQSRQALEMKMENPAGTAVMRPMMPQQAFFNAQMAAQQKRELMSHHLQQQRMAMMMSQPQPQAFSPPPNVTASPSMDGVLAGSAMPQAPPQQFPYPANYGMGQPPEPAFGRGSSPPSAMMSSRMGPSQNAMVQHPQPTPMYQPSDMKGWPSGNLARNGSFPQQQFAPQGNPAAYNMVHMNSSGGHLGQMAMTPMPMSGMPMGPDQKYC
VIM-2 inh – inhibitors of Pseudomonas aeruginosa VIM-2 metallo-beta-lactamase; hit rate 0.89% among 290,000; inhibition, % at 5.6 µM; purified VIM-2, nitrocefin hydrolysis, epi-absorbance fluorescence; AID 1527;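 active = inhibition above the mean of all tested compounds plus 3 SD, cutoff set per screening run, cut at about 7.5% in these data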;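 note: red hydrolysis product quenches plate fluorescence so inhibitors raise well fluorescence; 0% = enzyme with DMSO and 100% = DMSO without enzyme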
M18AAP inhibitor – blocks P. falciparum M18 aspartyl aminopeptidase | recombinant PfM18AAP, H-Glu-NHMec fluorogenic cleavage | AID 1822 | inhibition, % at 7.35 µM | hit rate 1.2% among 290,000;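 active = inhibition above the campaign mean inhibition over all tested compounds plus 3 SD, cut at about 28% in these data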;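 note: 0% = plate median of test compound wells and 100% = 2 mM ZnCl2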
IMP-1 inh – inhibitors of Pseudomonas aeruginosa IMP-1 metallo-beta-lactamase; inhibition, % at 5.6 µM; hit rate 0.45% among 290,000; purified IMP-1, nitrocefin hydrolysis, epi-absorbance fluorescence;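 active = inhibition above the mean plus 3 SD of all compounds in the same screening run, cut at about 4.5% in these data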;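 note: 0% = IMP-1 with DMSO and 100% = DMSO wells lacking enzyme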
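System: purified IMP-1 / Input: IMP-1 dispensed at 0.2 nM / Medium: 50 mM HEPES pH 7.1, 50 µM ZnSO4, 0.05% Brij 35 / Timing: 15 min enzyme–compound preincubation, then 25 min nitrocefin reaction, 25 °C / Technique: plate fluorescence quenching by hydrolysis product, ex 480/em 530 nm / Repeats: singlicate testing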
PHOSPHO1 block – blocks human PHOSPHO1 phosphatase activity; inhibition, % at 13.3 µM; hit rate 1.1% among 290,000; recombinant PHOSPHO1, absorbance phosphatase assay; in the data active = inhibition above about 60%
IDE cell activ – activators of human insulin-degrading enzyme in cells; P14735; HEK cells, FAbeta-B cleavage, fluorescence polarization; 0% vehicle, 100% cell-free pure enzyme wells; activation, % at 5.96 µM; hit rate 0.073% among 340,000;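 active = activation above the mean of all tested compounds plus 3 SD, set per screening campaign, cut at about 17% in these data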
NALP1 yeast inh – blocks the NALP1 inflammasome reconstituted in yeast. S. cerevisiae NALP1/ASC/caspase-1 growth, X-gal OD620, 72 h. inhibition, % at 10 µM. hit rate 0.61% among 280,000. AID 2071; in the data active = inhibition mostly above about 24%, no sharp cut-off; inactive = mostly below about 32%; note: some compounds called inactive have numbers as strong as hits
IDE inh – inhibits human insulin-degrading enzyme in HEK cells | inhibition, % at 5.59 µM | hit rate 0.41% among 320,000 | P14735 | FAbetaB cleavage, fluorescence polarization;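 active = percent inhibition above the average of all tested compounds plus 3 SD, set per screening campaign, cut at about 16% in these data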;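 note: IDE supplied by intact live HEK cells; FP after avidin binding of uncleaved biotin substrate so inhibition keeps polarization high; 0% = DMSO wells and 100% = 60 µM reference IDE inhibitor Ii1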
* hit, by the source's call.

For Cc1cc(OCC(=O)Nc2ccc3c(c2)OCCO3)ccc1Cl the results were GPR7 antagonist -13.0, pCIP destab -4.0, VIM-2 inh -3.3, M18AAP inhibitor 5.0, IMP-1 inh -4.7, PHOSPHO1 block -3.0, IDE cell activ 6.4, NALP1 yeast inh -0.7 and IDE inh -3.3.
Screening Cc1ccc(-n2c(SCC(=O)N3CCOCC3)nnc2-c2ccncc2)cc1 returned GPR7 antagonist 2.2, pCIP destab 0.4, VIM-2 inh -3.4, M18AAP inhibitor -3.0, IMP-1 inh -0.1, PHOSPHO1 block 9.7, IDE cell activ 6.3 and IDE inh -0.1.
Cc1ccnc(-n2c(CCN3C(=O)c4ccccc4C3=O)nc3ccccc3c2=O)c1 was read as GPR7 antagonist -7.3, pCIP destab -3.5, VIM-2 inh -1.6, M18AAP inhibitor 2.3, IMP-1 inh -3.9, PHOSPHO1 block 14.4, IDE cell activ -4.9, NALP1 yeast inh -2.4 and IDE inh 5.2.
`CCCCN(Cc1ccco1)C(=O)Cn1ncc2c(=O)oc3ccc(C)cc3c21` gave GPR7 antagonist 6.4, pCIP destab -2.8, VIM-2 inh -0.6, M18AAP inhibitor 0.1, IMP-1 inh 0.5, PHOSPHO1 block -18.6, IDE cell activ 0.0, NALP1 yeast inh -12.1 and IDE inh -3.6.
`CNS(=O)(=O)c1ccc(Cl)nc1` gave GPR7 antagonist -14.3, pCIP destab -4.1, VIM-2 inh 0.8, M18AAP inhibitor -14.0, IMP-1 inh -1.9, PHOSPHO1 block -1.0, IDE cell activ 5.1, NALP1 yeast inh 21.5 and IDE inh 6.7.
For CC(C)CNS(=O)(=O)c1ccc(S(=O)(=O)N2CCC3(CC2)OCCO3)cc1 the results were GPR7 antagonist 6.9, pCIP destab -13.9, VIM-2 inh -3.0, M18AAP inhibitor -3.7, IMP-1 inh -1.4, PHOSPHO1 block -2.4, IDE cell activ 11.2, NALP1 yeast inh 24.2 and IDE inh 1.6.
For N#Cc1c(-c2ccccc2Cl)noc1/C=C/Nc1ccc(C(=O)O)cc1 the results were GPR7 antagonist -3.2, pCIP destab -11.0, VIM-2 inh -2.1, M18AAP inhibitor 2.5, IMP-1 inh -0.7, PHOSPHO1 block -109.6, IDE cell activ -6.7, NALP1 yeast inh 11.8 and IDE inh 2.3.
COc1ccc(CNC(=O)CN2C(=O)NC(C)(c3cccc(Br)c3)C2=O)cc1 (centres undefined) was read as GPR7 antagonist -5.7, pCIP destab -7.5, VIM-2 inh -1.5, M18AAP inhibitor -1.4, IMP-1 inh -1.0, PHOSPHO1 block 6.9, IDE cell activ 2.4, NALP1 yeast inh 14.9 and IDE inh 2.0.
`COc1ccc(-n2c(N)c(C(=O)NCC3CCCO3)c3nc4ccccc4nc32)c(OC)c1` (centres undefined) gave GPR7 antagonist -3.6, pCIP destab -19.2, VIM-2 inh -0.8, M18AAP inhibitor 1.4, IMP-1 inh -2.1, PHOSPHO1 block 0.5, IDE cell activ 3.0, NALP1 yeast inh -23.8 and IDE inh -3.0.
`Cc1ccccc1-n1ncc2c1CC(C)(C)CC2NC(=O)CCN1CCCCC1=O` (centres undefined) gave GPR7 antagonist -4.1, pCIP destab 26.5, VIM-2 inh -0.2, M18AAP inhibitor -4.2, IMP-1 inh -1.6, PHOSPHO1 block 27.6, IDE cell activ 6.2, NALP1 yeast inh -4.5 and IDE inh 2.5.
`Cc1ccc(C(=O)Nn2c(O)c(C=C3N=c4ccccc4=N3)sc2=S)cc1` gave GPR7 antagonist -0.2, pCIP destab -0.5, VIM-2 inh -3.0, M18AAP inhibitor 54.7*, IMP-1 inh -3.6, PHOSPHO1 block -104.6, IDE cell activ -6.5, NALP1 yeast inh 7.4 and IDE inh 11.0.
For CCOC(=O)CC1CCCCN1C(=O)c1ccc2nc(CCOC)oc2c1 (centres undefined) the results were GPR7 antagonist -1.9, pCIP destab 0.6, VIM-2 inh -0.8, M18AAP inhibitor -4.9, IMP-1 inh -3.5, PHOSPHO1 block 14.0, IDE cell activ -2.2, NALP1 yeast inh 20.1 and IDE inh 5.9.
Screening O=C(Nc1ccc(F)cc1)N1CCN(c2ncccn2)CC1 returned GPR7 antagonist -2.7, pCIP destab -18.7, VIM-2 inh -2.1, M18AAP inhibitor -3.8, IMP-1 inh -1.4, PHOSPHO1 block 49.0, IDE cell activ 4.4, NALP1 yeast inh -7.0 and IDE inh 6.2.
Screening COc1cc(OC)c(NC(=O)CN(C)S(=O)(=O)c2ccc3[nH]c(=O)oc3c2)cc1Cl returned GPR7 antagonist -5.6, pCIP destab -14.5, VIM-2 inh -2.0, M18AAP inhibitor -5.9, IMP-1 inh -1.4, PHOSPHO1 block 22.3, IDE cell activ 4.4, NALP1 yeast inh 20.1 and IDE inh 0.0.
Screening CCOC(=O)Cc1csc(NC(=O)C(CC(C)C)NC(=O)C2CCCCC2)n1 (centres undefined) returned GPR7 antagonist -13.5, pCIP destab 4.7, VIM-2 inh -2.3, M18AAP inhibitor 2.1, IMP-1 inh -3.4, PHOSPHO1 block -0.4, IDE cell activ 3.8, NALP1 yeast inh -1.6 and IDE inh 0.8.
For COc1ccccc1NC(=O)c1cccs1 the results were GPR7 antagonist -8.8, pCIP destab -2.0, VIM-2 inh -1.4, M18AAP inhibitor -3.7, IMP-1 inh 0.0, PHOSPHO1 block 6.2, IDE cell activ 3.6, NALP1 yeast inh 14.6 and IDE inh 2.4.
Screening COc1ccc(NS(=O)(=O)c2ccc(N3CCCC3)c(NC(=S)Nc3cccc(C)c3C)c2)cc1 returned GPR7 antagonist -2.8, pCIP destab -13.0, VIM-2 inh -1.5, M18AAP inhibitor 13.3, IMP-1 inh -3.9, PHOSPHO1 block -17.3, IDE cell activ -2.0 and IDE inh 2.9.
Screening O=S(=O)(NCc1ccccc1Cl)c1cnc[nH]1 returned GPR7 antagonist -8.1, pCIP destab -7.4, VIM-2 inh -0.5, M18AAP inhibitor 6.1, IMP-1 inh -1.5, PHOSPHO1 block -5.7, IDE cell activ -1.7, NALP1 yeast inh 3.2 and IDE inh 2.5.
CCOc1cc(C(c2c(C)[nH][nH]c2=O)c2c(C)[nH][nH]c2=O)ccc1OCc1ccc([N+](=O)[O-])cc1 was read as GPR7 antagonist 5.5, pCIP destab -2.7, VIM-2 inh -2.5, M18AAP inhibitor 13.1, IMP-1 inh -2.8, PHOSPHO1 block 14.7, IDE cell activ -3.6, NALP1 yeast inh 0.7 and IDE inh 0.0.
Screening Cc1cc2ccccc2n1CCNC(=O)C1CC1 returned GPR7 antagonist -3.3, pCIP destab -19.2, VIM-2 inh -1.5, M18AAP inhibitor 4.0, IMP-1 inh -2.2, PHOSPHO1 block 25.4, IDE cell activ -0.1, NALP1 yeast inh 2.8 and IDE inh -1.7.
Screening Cc1ccc(S(=O)(=O)Nc2ccc3[nH]c(=O)[nH]c3c2)c(C)c1 returned GPR7 antagonist -4.7, pCIP destab -12.4, VIM-2 inh 1.3, M18AAP inhibitor 0.8, IMP-1 inh -3.2, PHOSPHO1 block 45.4, IDE cell activ 3.0, NALP1 yeast inh 20.0 and IDE inh -2.2.
Screening Cc1cc(C(F)(F)F)c2c(=O)[nH]c(=O)n(Cc3ccccc3)c2n1 returned GPR7 antagonist -0.9, pCIP destab 0.2, VIM-2 inh 2.6, M18AAP inhibitor -1.3, IMP-1 inh 7.3*, PHOSPHO1 block 1.8, IDE cell activ -0.7, NALP1 yeast inh 17.8 and IDE inh 3.8.
CCOC(=O)Nc1nnc(-c2ccc(OC)c(OC)c2)s1 was read as GPR7 antagonist 6.5, pCIP destab -8.5, VIM-2 inh -1.7, M18AAP inhibitor -1.6, IMP-1 inh -1.7, PHOSPHO1 block -27.3, IDE cell activ 5.4, NALP1 yeast inh 7.0 and IDE inh -4.8.
Screening CC(C)(C)c1ccc(C(=O)NC(=S)Nn2cnnc2)cc1 returned GPR7 antagonist -3.5, pCIP destab 2.4, VIM-2 inh -1.9, M18AAP inhibitor 55.3*, IMP-1 inh -2.8, PHOSPHO1 block -12.3, IDE cell activ 0.3, NALP1 yeast inh 17.6 and IDE inh 5.9.
For Cc1onc(-c2ccccc2)c1C(=O)Nc1nnc(COc2ccc(Cl)cc2)s1 the results were GPR7 antagonist -6.1, pCIP destab -16.0, VIM-2 inh -3.0, M18AAP inhibitor 7.8, IMP-1 inh -0.6, PHOSPHO1 block 37.3, IDE cell activ -5.9, NALP1 yeast inh 17.6 and IDE inh 4.9.
Screening O=C(c1cc(-c2cccs2)on1)N1CCOCC1 returned GPR7 antagonist -8.7, pCIP destab -5.0, VIM-2 inh -2.3, M18AAP inhibitor -13.1, IMP-1 inh -4.6, PHOSPHO1 block 1.4, IDE cell activ 6.8, NALP1 yeast inh -30.0 and IDE inh 0.0.
For O=C(NC1CCCCC1)C1CCN(S(=O)(=O)c2cccc3nsnc23)CC1 the results were GPR7 antagonist -5.7, pCIP destab -9.1, VIM-2 inh -3.4, M18AAP inhibitor 8.6, IMP-1 inh -0.8, PHOSPHO1 block 45.8, IDE cell activ 4.6, NALP1 yeast inh 2.9 and IDE inh 1.4.
`O=C(O)C(Cc1ccccc1)n1cccc1` (centres undefined) gave GPR7 antagonist 8.0, pCIP destab -6.1, VIM-2 inh -2.0, M18AAP inhibitor -4.8, IMP-1 inh -1.4, PHOSPHO1 block 16.0, IDE cell activ 3.0, NALP1 yeast inh 17.8 and IDE inh -0.1.
NC(=O)COc1ccc(=O)n(-c2ccccc2)n1 was read as GPR7 antagonist -10.4, pCIP destab -14.4, VIM-2 inh -4.1, M18AAP inhibitor -4.3, IMP-1 inh -3.4, PHOSPHO1 block -4.5, IDE cell activ -3.4, NALP1 yeast inh -10.2 and IDE inh 6.0.
Screening Cc1ccccc1C(=O)N1CCCC(CCC(=O)N2CCN(c3ccccn3)CC2)C1 (centres undefined) returned GPR7 antagonist 2.1, pCIP destab -4.8, VIM-2 inh -3.3, M18AAP inhibitor -1.9, IMP-1 inh -1.5, PHOSPHO1 block 7.9, IDE cell activ -0.2, NALP1 yeast inh 2.1 and IDE inh 6.0.
For C=CCn1c(=O)c(CCC(=O)Nc2ccc(N3CCOCC3)cc2)nc2cc(C(F)(F)F)ccc21 the results were GPR7 antagonist 0.7, pCIP destab -10.8, VIM-2 inh 2.7, M18AAP inhibitor 6.0, IMP-1 inh 0.0, PHOSPHO1 block 18.3, IDE cell activ 7.4, NALP1 yeast inh 31.6 and IDE inh -2.0.
COC(=O)C1=C(CN2CCSCC2)NC(=O)NC1c1cc(C)ccc1C (centres undefined) was read as GPR7 antagonist 4.6, pCIP destab -8.3, VIM-2 inh -2.0, M18AAP inhibitor 0.0, IMP-1 inh -2.8, PHOSPHO1 block 0.1, IDE cell activ 1.4, NALP1 yeast inh 24.7 and IDE inh -1.6.
For CC1=[N+](CC(=O)NC(C)(C)C)CCc2ccccc21 the results were GPR7 antagonist 0.7, pCIP destab 9.7, VIM-2 inh -2.2, M18AAP inhibitor -9.0, IMP-1 inh -1.3, PHOSPHO1 block 9.3, IDE cell activ 1.4, NALP1 yeast inh 33.4 and IDE inh -1.3.
CCc1ccc(CNC(=O)C2CCCN(c3nn4c(=O)cc(C)nc4s3)C2)cc1 (centres undefined) was read as GPR7 antagonist 2.0, pCIP destab -5.7, VIM-2 inh -5.3, M18AAP inhibitor -7.7, IMP-1 inh -4.4, PHOSPHO1 block -109.0, IDE cell activ 3.3, NALP1 yeast inh 3.7 and IDE inh -3.1.
